From PubChem
TNAP act hi DEA: TNAP activators at high phosphate acceptor level, primary screen, biochemical, luminescence, uHTS; 200,000 tested, under 10 active; Alkaline phosphatase, tissue-nonspecific isozyme (Homo sapiens), P05186; activation factor at 20 µM; purified TNAP, CDP-star luminescence, 1 M DEA, 30 min; stronger effect = higher value; 0 = EDTA background, 1 = DMSO-only activity;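 active = activation factor at least 2 at 20 µM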
Target sequence (P05186 whole entry, looked up): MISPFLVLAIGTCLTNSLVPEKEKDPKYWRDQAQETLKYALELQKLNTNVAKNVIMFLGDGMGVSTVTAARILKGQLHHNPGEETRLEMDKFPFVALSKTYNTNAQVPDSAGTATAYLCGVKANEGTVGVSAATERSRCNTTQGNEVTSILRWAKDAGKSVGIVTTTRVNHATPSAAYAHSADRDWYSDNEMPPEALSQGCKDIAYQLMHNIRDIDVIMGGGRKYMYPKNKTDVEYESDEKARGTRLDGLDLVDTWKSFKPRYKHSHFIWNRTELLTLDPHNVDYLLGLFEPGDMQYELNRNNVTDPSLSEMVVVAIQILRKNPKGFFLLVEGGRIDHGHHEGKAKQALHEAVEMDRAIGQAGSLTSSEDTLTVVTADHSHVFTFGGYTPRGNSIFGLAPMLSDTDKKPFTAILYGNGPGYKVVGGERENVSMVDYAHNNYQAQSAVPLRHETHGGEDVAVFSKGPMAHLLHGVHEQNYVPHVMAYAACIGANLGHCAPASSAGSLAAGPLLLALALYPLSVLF
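Dosing: 20 µM single point. System: human TNAP. Amount: TNAP 1/800 final. Incubation: 30 min, room temperature. Read-out: TNAP activation factor scaled between EDTA and DMSO control wells. Signal: luminescence from CDP-star hydrolysis. Medium: 1 M DEA, pH 9.8, Mg2+, Zn2+. Control set: EDTA negative control, DMSO positive control.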
Lmaj promast: Leishmania major promastigote growth inhibition, primary screen; hit rate 9% among 200,000; Leishmania major promastigotes, resazurin fluorescence viability; inhibition, % at 10 µM; in the data active = inhibition above about 50%;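 also: promastigotes grown with compound for 44 hours at 28 °C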
PMI act: activators of human PMI, primary screen, biochemical, fluorescence intensity, near-Km mannose 6-phosphate; Mannose-6-phosphate isomerase (Homo sapiens), P34949; purified human PMI, coupled resazurin fluorescence, 20 min; stronger effect = higher value; 1 = vehicle control, 0 substrate-free wells; activation factor at 20 µM; hit rate 0.005% among 190,000; AID 1214, 2008;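 active = activation factor of 2 or more at 20 µM, relative to plate controls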
Target sequence (P34949 whole entry, looked up): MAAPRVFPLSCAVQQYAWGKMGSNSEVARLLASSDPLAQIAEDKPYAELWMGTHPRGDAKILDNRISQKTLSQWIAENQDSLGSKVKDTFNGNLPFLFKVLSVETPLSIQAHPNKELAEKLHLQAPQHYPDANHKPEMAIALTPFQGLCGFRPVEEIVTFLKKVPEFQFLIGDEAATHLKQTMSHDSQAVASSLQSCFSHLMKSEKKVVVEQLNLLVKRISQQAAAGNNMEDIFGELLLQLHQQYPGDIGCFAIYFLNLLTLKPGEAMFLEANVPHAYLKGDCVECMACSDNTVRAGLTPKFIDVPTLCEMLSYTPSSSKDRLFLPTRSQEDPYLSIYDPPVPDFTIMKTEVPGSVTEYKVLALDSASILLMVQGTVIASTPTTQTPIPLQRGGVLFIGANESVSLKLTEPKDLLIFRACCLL
TNAP inh hi DEA: human TNAP enzyme inhibitors, primary screen, biochemical, luminescent, high phosphate acceptor level, uHTS; AID 1135, 2008; purified TNAP, CDP-star luminescence, 1 M DEA; inhibition, % at 20 µM; hit rate 0.03% among 200,000; Alkaline phosphatase, tissue-nonspecific isozyme (Homo sapiens), P05186;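 active = over 50% inhibition of tissue-nonspecific alkaline phosphatase at 20 µM in the single-dose screen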;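 also: plate controls were DMSO wells for no effect and EDTA-quenched wells as full inhibition for full effect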
Diaphorase inh: diaphorase inhibitors and chemical oxidizers, primary screen, counter-screen for diaphorase-coupled primary assays, biochemical, uHTS, resorufin fluorescence. AID 1217, 2008. inhibition, % at 20 µM. diaphorase resazurin-to-resorufin fluorescence, NADH, 16 min; bacterial (C. kluyveri) enzyme, not human. hit rate 0.69% among 190,000;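 active = primary screen inhibition at 20 µM above a set limit, cut at about 50% in these data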;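 also: plate controls were DMSO with full reaction for no effect and wells lacking NADH for full effect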
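System: Diaphorase enzyme from Clostridium kluyveri | Amount: Enzyme working solution with 0.14 U/mL diaphorase | Benchmarks: No-NADH positive control and DMSO neutral control | Signal: Fluorescence of resorufin formed from resazurin, Ex 544/Em 590 nm | Schedule: 16-min room-temperature incubation before reading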
bIAP inhibitor: bovine intestinal alkaline phosphatase inhibitors, primary screen, selectivity assay for TNAP inhibitor project, biochemical, bovine IAP, CDP-star luminescence | alkaline phosphatase, intestinal [Bos taurus] | purified bovine IAP, 30 min | inhibition, % at 20 µM | 190,000 tested, under 10 active;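 active = over 50% inhibition of intestinal alkaline phosphatase at 20 µM in the single-dose screen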
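System: purified bovine intestinal alkaline phosphatase (IAP) enzyme; Input: IAP diluted 1/65,000,000 in the well; Measured by: CDP-star luminescence signal; Compound dosing: 20 µM single dose; Incubation: 30 min reaction at room temperature.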
bIAP activator: bovine intestinal alkaline phosphatase activators, primary screen, biochemical, bovine IAP, CDP-star luminescence | alkaline phosphatase, intestinal [Bos taurus] | purified bovine IAP, 30 min; stronger effect = higher value; fold of DMSO-control signal, blank-subtracted | activation factor at 20 µM | hit rate 0.17% among 200,000 | AID 1016, 2008;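 active = activation factor of 2 or more at 20 µM, a signal rise over negative controls twice the positive control's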
PMI act satM6P: human PMI activators, high substrate, primary screen, biochemical, fluorescence intensity, near-saturating mannose 6-phosphate; Mannose-6-phosphate isomerase (Homo sapiens), P34949; coupled PMI enzyme assay, resazurin fluorescence, 20 min; stronger effect = higher value; 1 = untreated enzyme, 0 = substrate-free blank; hit rate 0.34% among 190,000; AID 1216, 2008; activation factor at 20 µM;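 active = activation factor of 2 or more at 20 µM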
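Test system: human phosphomannose isomerase with PGI, G6PDH, diaphorase coupling enzymes; Amount: PMI at 15 ng/mL final; Reagent: Mannose-6-phosphate 1.0 mM (near-saturating) plus 0.22 mM NADP+; Timing: 20 min, room temperature; Technique: resorufin fluorescence at Ex 544/Em 590 nm; Dosing: 20 µM single dose.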
Diaph act CS: compounds boosting diaphorase resazurin reduction – biochemical, uHTS, resorufin fluorescence, counter-screen for diaphorase-coupled primary assays, primary screen. Diaphorase/resazurin coupled assay, 16 min; stronger effect = higher value; 1 = vehicle wells, 0 = NADH-free wells. activation factor at 20 µM. hit rate 0.005% among 190,000. AID 1229, 2008;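 active = diaphorase activity raised at least twofold by the compound at 20 µM; inactive = activation factor below 2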
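Material: Purified diaphorase enzyme from Clostridium kluyveri | Buffer or medium: 50 mM HEPES pH 7.4 with 4.542 mM MgCl2, 0.005% Tween 20 | Times: 16 min enzyme reaction, ambient temperature | Signal: Red resorufin fluorescence at 544/590 nm excitation/emission | Measure: Increased resorufin signal from activators or reducing compounds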
TNAP inh no acc: human TNAP enzyme inhibitors, primary screen, biochemical, luminescent, no phosphate acceptor, uHTS. Alkaline phosphatase, tissue-nonspecific isozyme (Homo sapiens), P05186. purified TNAP, CDP-star luminescence, 30 min. inhibition, % at 20 µM. hit rate 0.26% among 200,000. AID 1012, 2008;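 active = tissue-nonspecific alkaline phosphatase inhibition above about 50% at 20 µM in the single-dose screen, limit read from the data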;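 also: 0% = DMSO negative control and 100% = EDTA positive control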
* = called active by the depositor; . = no result given.

SMILES	TNAP act hi DEA	Lmaj promast	PMI act	TNAP inh hi DEA	Diaphorase inh	bIAP inhibitor	bIAP activator	PMI act satM6P	Diaph act CS	TNAP inh no acc
CC(=O)Nc1ccc(NC(=O)C(OC(=O)c2ccccc2)C(OC(=O)c2ccccc2)C(=O)O)cc1 (configuration not stated)	1	1	1	-2	14	1	1	0.9	0.9	2
CC(C)c1ccc(N2C(=O)CC(Sc3nc4ccccc4o3)C2=O)cc1 (configuration not stated)	1	0	1.1	-3	19	-8	1.1	1.3	0.8	-8
O=C1CN(C(=O)c2cc3ccccc3oc2=O)C(c2ccc(F)cc2)c2cc(Br)ccc2N1 (configuration not stated)	1	4	0.8	-1	30	-11	1.1	0.9	0.7	1
Cc1ccc(S(=O)(=O)Cc2sc3ccccc3[n+]2C)cc1	1	-1	1.1	-4	5	12	0.9	1	1	-43
Cc1ccc(C)c(SCC(=O)OCC(=O)Nc2ncc(C(F)(F)F)cc2Cl)c1	1	-7	0.7	3	18	12	0.9	0.8	0.8	-4
Cc1cccc(N(Cc2cc3ccccc3[nH]c2=O)S(=O)(=O)c2ccccc2)c1	1	-2	1	2	5	-32	1.3	1	1	-1
Cc1ccc(NC(=O)CN2C(=O)/C(=C3\SC(=S)N(C4CCS(=O)(=O)C4)C3=O)c3ccccc32)cc1 (configuration not stated)	0.9	91*	1	8	-17	17	0.8	1	1.2	13
Cc1ccc(C(=O)Nn2cnc3scc(-c4cccs4)c3c2=O)c(O)c1	1.1	3	0.9	-8	15	4	1	1	0.9	-3
O=C(CS(=O)(=O)c1ccccc1)Nc1nc(-c2ccc(F)cc2)cs1	1	7	0.9	-1	27	1	1	0.9	0.7	-7
COc1ccc(N2CCN(Cc3ccc(Br)s3)CC2)cc1	1.1	3	1	-6	2	-5	1.1	1.1	1	-6
Cc1ccc2cc(COC(=O)C3CCCO3)c(=O)[nH]c2c1 (configuration not stated)	1	4	1	-1	6	8	0.9	1	0.9	-7
COc1ccc(N2CCN(c3ccc(C(N)=O)cc3[N+](=O)[O-])CC2)cc1	1	14	0.9	1	5	-9	1.1	0.8	1	-2
COc1cc(OC)cc(C(=O)N=c2sc3ccccc3n2C)c1	1	-1	1.2	2	-10	0	1	1.2	1.1	-8
CCOC(=O)C(C)CC(C)C(=O)N1CCOCCN(C(=O)C(C)CC(C)C(=O)OCC)CCOCC1 (configuration not stated)	1	-6	1.1	-1	4	5	1	1.1	1	0
COc1ccc(/C=N/NC(=O)c2cccc([N+](=O)[O-])c2)cc1OS(=O)(=O)c1ccc(C)cc1	1	87*	0.8	0	17	14	0.9	0.8	0.8	-3
COc1ccc2c(c1OC)C(=O)N(c1ccc(C)c(C)c1)C2=O	1.1	2	1	-5	-3	2	1	1	1	-5
CCC(Oc1ccccc1)C(=O)NCc1cccnc1 (configuration not stated)	1	3	0.9	-2	8	15	0.8	1	0.9	-12
CSCCC(NC(=O)COc1ccccc1)C(=O)O (configuration not stated)	1.1	-4	0.9	-6	10	-30	1.3	1	0.9	-7
O=C(Nc1nc2ccccc2s1)c1cc(-c2ccco2)nc2ccccc12	1	-3	1	-1	24	-52	1.5	1.2	0.8	8
COc1ccc(Cn2c3nc4ccccc4nc3c3c(=O)n(Cc4ccco4)c(C)nc32)cc1	1	.	1	0	8	-3	1	1.1	0.9	-17
COc1cccc(CNC(=O)CCC2CCCN(C(=O)c3cscn3)C2)c1 (configuration not stated)	1	-7	0.9	-3	6	-20	1.2	0.8	0.9	-8
CCc1nn2c(N(C)CCO)cc(C)nc2c1-c1ccc(F)cc1	1.1	1	0.9	-7	9	-8	1.1	1	0.9	-8
COc1cccc(CNC(=O)CCS(=O)(=O)c2cccc3nonc23)c1	1	-5	0.9	1	7	8	0.9	1	0.9	-6
CN1CCN(C(=O)Nc2ccccc2CC[N+](=O)[O-])CC1	1.1	-5	1	-8	6	-12	1.1	1	0.9	-19
CC(=O)c1ccc(OC(=O)c2cccs2)cc1	1.1	-4	1	-5	13	10	0.9	1	0.9	-14

Record cards, as listed above.
Cc1cccc(N(Cc2cc3ccccc3[nH]c2=O)S(=O)(=O)c2ccccc2)c1 as listed: TNAP act hi DEA: 1; Lmaj promast: -2; PMI act: 1; TNAP inh hi DEA: 2; Diaphorase inh: 5; bIAP inhibitor: -32; bIAP activator: 1.3; PMI act satM6P: 1; Diaph act CS: 1; TNAP inh no acc: -1
COc1ccc(/C=N/NC(=O)c2cccc([N+](=O)[O-])c2)cc1OS(=O)(=O)c1ccc(C)cc1 as listed: TNAP act hi DEA: 1; Lmaj promast: 87*; PMI act: 0.8; TNAP inh hi DEA: 0; Diaphorase inh: 17; bIAP inhibitor: 14; bIAP activator: 0.9; PMI act satM6P: 0.8; Diaph act CS: 0.8; TNAP inh no acc: -3

The listing picks up, repeating the 5 entries before the break.
SMILES	TNAP act hi DEA	Lmaj promast	PMI act	TNAP inh hi DEA	Diaphorase inh	bIAP inhibitor	bIAP activator	PMI act satM6P	Diaph act CS	TNAP inh no acc
COc1cccc(CNC(=O)CCC2CCCN(C(=O)c3cscn3)C2)c1 (configuration not stated)	1	-7	0.9	-3	6	-20	1.2	0.8	0.9	-8
CCc1nn2c(N(C)CCO)cc(C)nc2c1-c1ccc(F)cc1	1.1	1	0.9	-7	9	-8	1.1	1	0.9	-8
COc1cccc(CNC(=O)CCS(=O)(=O)c2cccc3nonc23)c1	1	-5	0.9	1	7	8	0.9	1	0.9	-6
CN1CCN(C(=O)Nc2ccccc2CC[N+](=O)[O-])CC1	1.1	-5	1	-8	6	-12	1.1	1	0.9	-19
CC(=O)c1ccc(OC(=O)c2cccs2)cc1	1.1	-4	1	-5	13	10	0.9	1	0.9	-14
COc1ccc(N=N/C(=C\O)C(=O)c2cccs2)cc1	0.9	69*	1	10	11	3	1	1	0.9	20
CCOC(=O)N/N=C/c1c[nH]c2ccccc12	1.1	3	1.2	-5	13	1	1	1.1	0.9	-15
COc1cc([N+](=O)[O-])ccc1NC(=S)Nc1cc(C(=O)OC(C)C)cc(C(=O)OC(C)C)c1	0.9	18	1	5	10	49	0.5	1	0.9	-6
O=C(CN1C(=O)COc2ccccc21)N1CCCc2ccccc21	1	-3	1	4	6	1	1	1	0.9	-4
COc1ccccc1OCC(=O)NCCNC(=O)COc1ccccc1OC	1.1	-5	1	-9	4	5	1	1.1	1	-22
COc1ccc(C)cc1N(C(=O)COc1ccccc1)c1nc2ccccc2s1	1	36	0.9	4	19	-6	1.1	0.9	0.8	-12
CCN(c1ccccc1)S(=O)(=O)c1ccc(Cl)c(C(=O)O)c1	1	-3	1.2	0	5	6	0.9	1.1	1	-8
CC(C)(C)NC(=O)c1cccc(NC(=O)c2ccc(NC(=O)c3ccco3)cc2)c1	1	5	0.8	0	16	3	1	0.9	0.8	-16
CC1=CC(C)(C)N2C(=O)C3(C(C#N)=C(N)OC4=C3C(=O)CC(C)(C)C4)c3cccc1c32 (configuration not stated)	1	0	0.9	-4	20	2	1	0.9	0.8	-10
C=C(C)C1CC=C(C)/C(=N/NC(=O)c2ccc(NC(=O)CC)cc2)C1 (configuration not stated)	1	99*	1	1	6	-1	1	1.1	0.9	-3
CCOC(=O)CSC1=C(C#N)C(c2ccc(C)s2)CC(=O)N1 (configuration not stated)	1.1	11	1	-8	9	16	0.8	0.9	0.9	-17
CCOC(=O)C1=C(C)OC(N)=C(C#N)C1c1cccc(C)c1 (configuration not stated)	1	-6	0.8	-1	16	-32	1.3	0.8	0.8	-4
CCCNC(=S)Nc1ccc(Br)cc1	1.1	8	0.9	-7	24	13	0.9	0.9	0.8	-10
COc1ccc(Nc2cc(C)nc(N3CCOCC3)n2)cc1	1.1	4	1	-7	15	2	1	0.9	0.8	-7
CCCC(C)C(=O)Nc1ccc(Cl)cn1 (configuration not stated)	1	-8	0.8	-3	12	8	0.9	0.9	0.9	-10
N=c1n(CCO)c2ccccc2n1CCOc1ccc(Cl)cc1Cl	1.1	98*	1	-7	13	6	0.9	1	0.9	-9
COc1ccc(NC(=O)c2cc(-c3ccccc3)nc3c2c(C)nn3-c2ccccc2)c(OC)c1	1	84*	1.1	-5	7	12	0.9	1	0.9	-4
Clc1cccc(OCCn2cncn2)c1Cl	1	-10	1	-4	20	9	0.9	1	0.8	3
CCOc1ccnc(OCC)c1Br	1.1	-6	1	-5	0	-11	1.1	1	1	-8
N/C(=N\OC(=O)Cc1ccccc1[N+](=O)[O-])c1cccnc1	1	13	1	-3	7	10	0.9	1	0.9	-4
CC[n+]1c(/C=C(\C)OC)sc2ccccc21	1	19	0.9	-4	21	-11	1.1	1	0.8	-7
COCc1c(Br)c(C)nc(OCC(=O)N/N=C/c2ccco2)c1C#N	1	5	1.4	-2	14	9	0.9	1.3	0.9	-7
CCC1(C(=O)OC)NC(c2ccco2)C2C(=O)N(c3ccc(C)cc3)C(=O)C21 (configuration not stated)	1.1	-6	1.1	-8	20	-4	1	0.9	0.8	-12
O=c1cc(N2CCCCC2)c(-c2ccccc2)n[nH]1	1	3	1	0	10	-10	1.1	1	0.9	8
